FBW7 act = FBW7 E3 ligase activators, primary screen, biochemical, AlphaScreen, human. normalized activity (activation), % at 26.1 µM. AlphaScreen FBW7–phospho-cyclin E peptide binding, activator screen. F-box/WD repeat-containing protein 7 (Homo sapiens), Q969H0. 0.13% of 650,000 active; in the data active = normalized activity above about 1.9%;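 also: purified mutant Fbw7 with reduced substrate affinity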
TEAD-YAP block = TEAD-YAP interaction inhibition, primary screen, TEAD-YAP interaction inhibitor project, luminescence, HEK-TIYL cells; TEAD-Gal4/YAP UAS-luciferase luminescence; inhibition, % at 9.12 µM; 1.4% of 640,000 active; AID 1259422, 2018; in the data active = inhibition above about 32%;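 also: 0% = median of test compound wells and 100% = reference inhibitor wells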
GPR151 activ = activators of human GPR151, primary screen, cell-based, PathHunter beta-arrestin, luminescence. 1% of 650,000 active. activation, % at 11.2 µM. G-protein coupled receptor 151 (Homo sapiens), Q8TDV0. PathHunter beta-arrestin GPR151 cells; in the data active = activation above about 4.9%;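 also: 0% = median of compound wells and 100% = cells with positive control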
Target sequence (Q8TDV0 whole entry, looked up): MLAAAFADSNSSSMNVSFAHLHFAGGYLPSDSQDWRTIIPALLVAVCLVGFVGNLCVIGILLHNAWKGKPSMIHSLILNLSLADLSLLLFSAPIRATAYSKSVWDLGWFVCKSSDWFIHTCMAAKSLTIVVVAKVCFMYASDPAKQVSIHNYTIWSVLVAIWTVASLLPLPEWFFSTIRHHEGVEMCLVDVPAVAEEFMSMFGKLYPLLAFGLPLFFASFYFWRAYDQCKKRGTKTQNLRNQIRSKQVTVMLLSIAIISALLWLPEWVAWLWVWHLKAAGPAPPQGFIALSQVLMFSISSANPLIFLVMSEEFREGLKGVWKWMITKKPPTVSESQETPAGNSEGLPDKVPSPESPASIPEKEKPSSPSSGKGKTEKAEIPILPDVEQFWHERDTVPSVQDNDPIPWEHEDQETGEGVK
MITF primary = MITF inhibitors, primary screen, biochemical, AlphaScreen, human; 0.91% of 650,000 active; inhibition, % at 2.6 µM; AID 1259374, 2018; AlphaScreen MITF homodimerization, bead proximity signal; Microphthalmia-associated transcription factor (Homo sapiens), O75030; in the data active = inhibition above about 50%;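 also: 0% = vehicle wells with protein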
Target sequence (O75030 whole entry, looked up): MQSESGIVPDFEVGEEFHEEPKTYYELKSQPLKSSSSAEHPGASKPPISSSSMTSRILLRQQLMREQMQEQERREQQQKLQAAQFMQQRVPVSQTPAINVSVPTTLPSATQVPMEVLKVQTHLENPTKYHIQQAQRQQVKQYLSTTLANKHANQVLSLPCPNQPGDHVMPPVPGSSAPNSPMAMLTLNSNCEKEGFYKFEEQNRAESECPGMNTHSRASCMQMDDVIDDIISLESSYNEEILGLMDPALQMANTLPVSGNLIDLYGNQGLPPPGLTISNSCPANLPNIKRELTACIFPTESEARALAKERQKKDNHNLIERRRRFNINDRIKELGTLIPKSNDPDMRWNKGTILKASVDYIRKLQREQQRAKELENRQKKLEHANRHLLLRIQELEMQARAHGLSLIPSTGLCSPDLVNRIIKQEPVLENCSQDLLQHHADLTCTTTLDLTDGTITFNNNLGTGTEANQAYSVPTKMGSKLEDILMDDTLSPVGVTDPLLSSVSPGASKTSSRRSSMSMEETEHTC
Active calls of the source: *.

1	COc1ccc(OC)c(C2=NOC(C(=O)Nc3cc(C)on3)C2)c1 (stereo unspecified)
2	CC(=O)NC(C(=O)NCC1CCC2(CCN(Cc3ccccc3)CC2)O1)C(C)C (stereo unspecified)
3	CC(C)CN1CCNC(=O)C1CC(=O)NCCCn1ccc2ccccc21 (stereo unspecified)
4	O=C(CSc1ccccc1)Nc1nc2ccc(Cl)cc2s1
5	Cc1ccc(C)c(NC(=O)C(=O)N/N=C/c2ccccc2Cl)c1
compound no.	1	2	3	4	5
FBW7 act	0.1	0.0	-0.2	0.1	0.1
TEAD-YAP block	-11	2	-8	-2	3
GPR151 activ	1.0	1.4	0.8	1.7	0.1
MITF primary	-4	0	6	8	-14

6	CCCC(=O)N1CC(=O)Nc2ccc(Cl)cc2C1c1ccccc1 (stereo unspecified)
7	COc1cccc2cc(-c3csc(NC(=O)CCC(=O)N4CCOCC4)n3)c(=O)oc12
8	CCOc1cc(/C=C2/C(=O)NC(=O)N(c3ccccc3CC)C2=O)ccc1O
9	C/C(N)=C(/C#N)C(=O)COC(=O)c1nn(-c2ccccc2)c(=O)c2ccccc12
10	CCOc1ccc(C(N)P(=O)(O)O)cc1 (stereo unspecified)
compound no.	6	7	8	9	10
FBW7 act	-0.1	0.1	0.4	0.1	-0.1
TEAD-YAP block	17	-8	-1	12	0
GPR151 activ	1.8	-1.0	-0.2	-2.7	1.9
MITF primary	-12	3	12	-1	19

11	O=C(NNc1ccccc1)c1cc(-c2ccccc2)nc2ccccc12
12	CCCc1nnc(SCC(=O)Nc2cc(C)on2)n1CCOC
13	Nc1cc(-c2ccc(N3CCOCC3)nc2)nc(N)n1
14	COc1ccc(CNC(=S)Nc2ccc(S(N)(=O)=O)cc2)cc1
15	O=C(Nc1ccc(S(=O)(=O)Nc2ccccc2)cc1)N1CCCCC1
compound no.	11	12	13	14	15
FBW7 act	-0.1	-0.1	0.0	-0.3	0.1
TEAD-YAP block	9	-1	-11	0	3
GPR151 activ	1.5	-0.8	-1.2	2.5	0.0
MITF primary	-1	-1	7	-4	7

16	CCC(=O)Nc1ccc(Cl)c(NC(=O)C(C)C)c1
17	CCOc1ccc2nc(SCC(=O)c3ccc(F)cc3)sc2c1
18	O=C(Cc1c(F)cccc1Cl)Nc1cc(C(=O)Nc2ccc(F)c(F)c2)ccc1N1CC2CC(C1)c1cccc(=O)n1C2 (stereo unspecified)
19	CCCn1nc(C(=O)OCC(=O)Nc2ccc([N+](=O)[O-])cc2Cl)c2ccccc2c1=O
20	C=CCn1c(=O)/c(=C\c2cccs2)s/c1=C(/C#N)C(=O)NC1CCCCC1
compound no.	16	17	18	19	20
FBW7 act	-0.2	0.0	0.2	0.4	0.1
TEAD-YAP block	-3	-8	8	12	-16
GPR151 activ	-1.8	0.4	0.9	-3.6	-1.6
MITF primary	-9	-7	11	9	23

21	O=C(CCN1C(=O)C2C3C=CC(C3)C2C1=O)Nc1ccccc1O (stereo unspecified)
22	COc1ccc(C2C(C(=O)Nc3ccccc3F)=C(C)NC3=C2C(=O)CCC3)cc1OC (stereo unspecified)
23	COc1cccc(CNCc2c(C(=O)O)c(C)n(Cc3ccccc3F)c2C)c1
24	CCCn1c2c(c(=O)n(C)c1=O)C(c1ccc(OC)c(OC)c1)C1=C(COC1=O)N2 (stereo unspecified)
25	CCOC(=O)CCCN(Cc1ccc(F)cc1)S(=O)(=O)c1cccc([N+](=O)[O-])c1
compound no.	21	22	23	24	25
FBW7 act	0.3	-0.1	-0.1	0.0	-0.2
TEAD-YAP block	-13	-1	0	3	0
GPR151 activ	-0.4	0.6	-1.4	2.4	-0.5
MITF primary	-7	-7	6	5	5

26	CC(=O)NC(NCCC12CC3CC(CC(C3)C1)C2)(C(F)(F)F)C(F)(F)F
27	CCSCCOC(=O)C1=C(C)NC(=O)NC1c1cccc(OC)c1OC (stereo unspecified)
28	O=C(O)c1ccccc1NC(=O)C12CC3CC(CC(C3)C1)C2
29	CCOc1cc(C(=O)O/N=C(\N)Cc2ccc([N+](=O)[O-])cc2)cc(OCC)c1OCC
30	COc1ccc(-c2c3c([nH]c(=O)c2C#N)CCCC3)cc1
compound no.	26	27	28	29	30
FBW7 act	0.0	-0.1	0.0	0.4	0.1
TEAD-YAP block	5	-2	8	16	4
GPR151 activ	0.7	0.1	1.6	-0.5	2.6
MITF primary	-14	5	8	3	3

31	CC(=O)C1=C(O)C(=O)N(c2cccnc2)C1c1ccc(F)cc1 (stereo unspecified)
32	CC(C)(C)c1csc(NC(=O)c2ccc([N+](=O)[O-])cc2[N+](=O)[O-])n1
33	O=C(CSc1ccc(Cl)cc1)Nc1ccc2oc(-c3cccnc3)nc2c1
34	CCn1c(Cn2nc(C)c([N+](=O)[O-])c2C)nc2cc(S(=O)(=O)N(C)C)ccc21
35	CCOC(=O)c1ccc(N2C(=O)C(O)(C(F)(F)F)C3=C2CC(C)(C)CC3=O)cc1 (stereo unspecified)
compound no.	31	32	33	34	35
FBW7 act	-0.2	-0.1	0.0	-0.2	0.0
TEAD-YAP block	3	4	-4	0	-13
GPR151 activ	1.5	0.3	-1.6	2.6	-0.3
MITF primary	-9	3	3	-11	7

36	C(=N\n1cnnc1)/c1nc2ccccc2[nH]1
37	CCN(Cc1ccccc1)C(=O)C1CCN(CC2CC=CCC2)CC1 (stereo unspecified)
38	O=C(COc1ccc(C(=O)O)cc1)Nc1ccc(F)cc1
39	O=C(Nc1ccc(Cl)c(Cl)c1)c1cc2nc(-c3ccco3)cc(C(F)(F)F)n2n1
40	CCCC(=O)NCC(c1ccco1)S(=O)(=O)c1ccccc1 (stereo unspecified)
compound no.	36	37	38	39	40
FBW7 act	0.1	0.0	-0.1	0.0	0.1
TEAD-YAP block	-2	-5	3	-10	-2
GPR151 activ	-1.2	-0.2	-0.9	-0.4	0.4
MITF primary	5	18	-2	-7	9

41	COC(=O)c1cc(/C=C/c2ccccc2)c2c(=O)n(C)c(=O)n(C)c2n1
42	O=C(Nc1cccc([N+](=O)[O-])c1)C1CC(=O)N(c2ccc(Cl)cc2)C1 (stereo unspecified)
43	COc1cc(C2CC(=O)Nc3cc(C)c(C)cc32)cc(Br)c1OC (stereo unspecified)
44	COc1cc(C2Nc3ccccc3NC3=C2C(=O)CC(c2ccc(Cl)cc2)C3)cc(Br)c1O (stereo unspecified)
45	CCOc1ccc(NC(=O)Cn2nnc(-c3ccc(Cl)cc3N)n2)cc1
compound no.	41	42	43	44	45
FBW7 act	-0.3	0.2	-0.1	0.1	0.2
TEAD-YAP block	-5	-8	12	-6	16
GPR151 activ	-0.2	-2.0	0.6	0.8	2.1
MITF primary	2	-8	3	12	10

46	OCc1cc(Cl)c(Cl)c(CO)c1O
47	COc1ccc(-n2cnnc2SCC(=O)Nc2ccc3[nH]c(=O)[nH]c3c2)cc1
48	CC(=O)Nc1c(C(=O)C2CC2)oc2ccc(Br)cc12
49	COc1ccc(NC(=O)CN2C(=O)COc3ccc(C)cc32)cc1
50	COCCN(Cc1cc2ccccc2[nH]c1=O)C(=O)c1cccs1
compound no.	46	47	48	49	50
FBW7 act	0.0	-0.1	0.0	0.0	0.0
TEAD-YAP block	-12	-3	5	11	-3
GPR151 activ	-0.3	-0.3	1.2	1.1	-0.8
MITF primary	11	1	0	14	9

51	O=C(Nc1nnc(-c2ccco2)o1)C1=NN(C2CCS(=O)(=O)C2)C(=O)CC1 (stereo unspecified)
52	Cc1cc(C)nc(N2CCC(CNC(=O)CCCc3nc4ccccc4[nH]3)CC2)n1
53	CCc1c(C)nc(SCC(=O)N(C(C)C)C(C)C)[nH]c1=O
54	O=C(Nc1c(F)c(F)cc(F)c1F)c1nc2ncccn2n1
55	CCOC(=O)c1sc(NC(=O)C(CC)Sc2nnc(C)c(=O)[nH]2)nc1C (stereo unspecified)
compound no.	51	52	53	54	55
FBW7 act	-0.3	-0.1	0.1	-0.2	0.2
TEAD-YAP block	-2	2	10	6	-3
GPR151 activ	-1.3	0.4	-0.4	-1.4	2.8
MITF primary	8	-11	18	14	12

56	CC(=O)c1ccc(NC(=O)c2cc(F)c(F)c(F)c2F)cc1
57	O=C(NCC1CCC2(CCN(Cc3cc4ccccc4s3)CC2)O1)c1cccnc1 (stereo unspecified)
58	CC(=O)NC1=NC(=O)/C(=C/c2cccc(F)c2)S1
59	Cc1cc(Cl)ccc1OCC(=O)O/N=C(\N)Cc1ccc([N+](=O)[O-])cc1
60	O=C1C(c2ccc(F)cc2)N(Cc2ccccc2Cl)C(=O)CN1C1CCCCCC1 (stereo unspecified)
compound no.	56	57	58	59	60
FBW7 act	0.0	-0.3	0.3	-0.1	0.9
TEAD-YAP block	-28	1	-9	11	-5
GPR151 activ	1.4	1.6	0.5	-0.1	-1.9
MITF primary	-9	4	14	-14	6

Part of the list above in order of count of non-hydrogen atoms, high to low.
60	O=C1C(c2ccc(F)cc2)N(Cc2ccccc2Cl)C(=O)CN1C1CCCCCC1 (stereo unspecified)
47	COc1ccc(-n2cnnc2SCC(=O)Nc2ccc3[nH]c(=O)[nH]c3c2)cc1
51	O=C(Nc1nnc(-c2ccco2)o1)C1=NN(C2CCS(=O)(=O)C2)C(=O)CC1 (stereo unspecified)
59	Cc1cc(Cl)ccc1OCC(=O)O/N=C(\N)Cc1ccc([N+](=O)[O-])cc1
49	COc1ccc(NC(=O)CN2C(=O)COc3ccc(C)cc32)cc1
54	O=C(Nc1c(F)c(F)cc(F)c1F)c1nc2ncccn2n1
53	CCc1c(C)nc(SCC(=O)N(C(C)C)C(C)C)[nH]c1=O
compound no.	60	47	51	59	49	54	53
FBW7 act	0.9	-0.1	-0.3	-0.1	0.0	-0.2	0.1
TEAD-YAP block	-5	-3	-2	11	11	6	10
GPR151 activ	-1.9	-0.3	-1.3	-0.1	1.1	-1.4	-0.4
MITF primary	6	1	8	-14	14	14	18

48	CC(=O)Nc1c(C(=O)C2CC2)oc2ccc(Br)cc12
58	CC(=O)NC1=NC(=O)/C(=C/c2cccc(F)c2)S1
46	OCc1cc(Cl)c(Cl)c(CO)c1O
compound no.	48	58	46
FBW7 act	0.0	0.3	0.0
TEAD-YAP block	5	-9	-12
GPR151 activ	1.2	0.5	-0.3
MITF primary	0	14	11

Next part:
61	Cc1sc2ncnc(SCC(=O)Nc3nc(-c4ccccc4)ns3)c2c1C
62	COc1cc(N)cc2sc(N)nc12
63	Cc1nc(NCCc2ccc(O)c(O)c2)c2c3c(sc2n1)CCC3
64	CCOC(=O)c1cc2c(=O)n3ccccc3nc2n(CCOC)c1=NC(=O)c1c(F)cccc1Cl
65	Cc1nc2ccccn2c1C(=O)N/N=C1\CCCc2ccccc21
compound no.	61	62	63	64	65
FBW7 act	0.2	0.2	-0.4	1.0	0.1
TEAD-YAP block	-5	0	-4	9	-7
GPR151 activ	-0.5	-0.1	0.8	-0.8	-0.5
MITF primary	-12	31	6	6	-13

66	CN(C)CCNc1oc(-c2ccccc2Cl)nc1C#N
67	CCC(=O)Nc1nc(C)c(-c2csc(Nc3cccc(Cl)c3C)n2)s1
68	CN(CCO)C1=CC(=[N+]2CCOCC2)CC(C)(C)C1
69	CC(C)C(=O)N1CCCC(c2ncncc2S(C)(=O)=O)C1 (stereo unspecified)
70	CC(=O)N1CCN(CC(=O)Nc2cccc(I)c2)CC1
compound no.	66	67	68	69	70
FBW7 act	0.1	-0.2	-0.1	-0.1	0.1
TEAD-YAP block	-9	-13	5	-14	6
GPR151 activ	2.2	0.2	1.0	-0.5	2.4
MITF primary	-7	3	-5	-8	-1

71	COc1cc(OC)c2c(=O)c(OC)c(-c3ccc(OC)c(OC)c3)oc2c1
72	O=C(CCC1(Cc2ccc(Cl)cc2)CCC(=O)N1)NCc1cccs1 (stereo unspecified)
73	CC1=C(C(=O)OC2CCCC2)C(c2ccc(Cl)c([N+](=O)[O-])c2)CC(=O)N1 (stereo unspecified)
74	COc1ccc(C2=NOC(CNC(N)=S)C2)cc1 (stereo unspecified)
75	CN1C(=O)/C(=C/c2ccc(O)cc2)N(C)C1=S
compound no.	71	72	73	74	75
FBW7 act	0.2	0.0	0.0	-0.2	-0.3
TEAD-YAP block	-3	-17	6	-24	2
GPR151 activ	-0.7	0.0	-1.0	-3.7	-0.5
MITF primary	21	-2	24	3	9

76	O=C(Nc1ccc(-c2nc3ccccc3s2)c(O)c1)c1ccc(Cl)c([N+](=O)[O-])c1
77	CCOC(CNC(=O)c1ccc2c(c1)nc(C)n2-c1cc(Cl)ccc1OC)OCC
78	O=C(N/N=C/c1ccccc1O)C(=O)Nc1ccc(F)cc1
79	Cc1cccc(-n2nc([N+](=O)[O-])c(=Nc3ccccc3)n2O)c1
compound no.	76	77	78	79
FBW7 act	-0.1	0.7	-0.1	0.4
TEAD-YAP block	-1	2	-15	-15
GPR151 activ	-0.4	-0.7	2.3	-1.3
MITF primary	-2	-6	-44	17
